ALOX12 inh – inhibitors of human 12S-lipoxygenase ALOX12; P18054; actives 1.1% (n = 580,000); purified 12hLO, xylenol orange hydroperoxide absorbance; Potency, µM (top dose mostly 108 µM), inactives show at the top dose activity change, negative = inhibition, most hits filed as inhibitors; also: potency is read from the fitted curve at half-maximal effect; % is scaled to controls: 0 for no effect and ±100 for the full control effect
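Purified human 12hLO at 150 nM in 25 mM Hepes, 0.01% Triton X-100, pH 7.0, preincubated 15 min at room temperature with compound. Reaction started with 40 uM arachidonic acid, 30 min at room temperature. Hydroperoxide measured by Fe-xylenol orange, 573/405 nm absorbance ratio.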
Vif-APOBEC3G blk – inhibitors of Vif-APOBEC3G interaction; HeLa A3G-eYFP + Vif (tagged APOBEC3G with the HIV-1 protein that degrades it), YFP fluorescence, overnight; Potency, µM (titrated, usually from 46.1 µM), for the others: top-dose activity, negative = active, hits mostly inhibitors; actives 0.076% (n = 410,000); AID 602310;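 also: potency is read from the fitted curve at half-maximal effect; % is scaled to controls: 0 for no effect and ±100 for the full control effect; nearly all actives have a fitted effect of over 60% in size; hits raise eYFP signal because A3G escapes Vif-driven loss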
Target sequence (Q9HC16 whole entry, looked up): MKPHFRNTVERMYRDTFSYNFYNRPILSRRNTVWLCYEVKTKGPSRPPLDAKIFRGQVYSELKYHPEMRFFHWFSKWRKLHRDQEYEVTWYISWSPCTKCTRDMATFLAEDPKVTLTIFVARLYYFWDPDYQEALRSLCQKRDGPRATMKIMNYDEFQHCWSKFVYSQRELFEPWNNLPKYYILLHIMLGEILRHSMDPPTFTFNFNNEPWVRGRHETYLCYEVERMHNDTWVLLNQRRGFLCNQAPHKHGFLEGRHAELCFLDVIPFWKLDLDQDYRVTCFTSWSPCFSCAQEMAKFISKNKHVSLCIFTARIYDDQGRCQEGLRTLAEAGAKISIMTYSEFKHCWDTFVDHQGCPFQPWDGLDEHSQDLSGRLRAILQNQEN
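HeLa cells stably expressing Vif and C-terminally eYFP-tagged A3G, seeded overnight at 37 deg C, then exposed to compound by pintool overnight at 37 deg C. Rise in yellow fluorescence (Ex 488/Em 500-530, Acumen) marks blocked Vif-driven A3G degradation.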
ERG-DNA inh – inhibitors of human ERG Ets domain-DNA interaction. P11308. fluorescence polarization, His-ERG Ets domain / labelled DNA. Potency, µM (series often up to 76.9 µM), inactives show at the highest dose FP activity, negative = inhibition, actives largely listed as inhibitors. actives 0.028% (n = 370,000); active = well fitted inhibition curve with a large enough effect in the polarisation, with a control signal flat; inconclusive = small, poorly fitted or top-dose-only effect, or effect the other way, or a change in a side signal; inactive = no such curve, though single readings can be large or run the other way; the % refers to the polarisation;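 also: polarization taken with two DNA probes labelled with fluorescein and Texas red; potency is read from the fitted curve at half-maximal effect; % of control where 0% means no effect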
Target sequence (P11308 whole entry, looked up, the tested form may be a part): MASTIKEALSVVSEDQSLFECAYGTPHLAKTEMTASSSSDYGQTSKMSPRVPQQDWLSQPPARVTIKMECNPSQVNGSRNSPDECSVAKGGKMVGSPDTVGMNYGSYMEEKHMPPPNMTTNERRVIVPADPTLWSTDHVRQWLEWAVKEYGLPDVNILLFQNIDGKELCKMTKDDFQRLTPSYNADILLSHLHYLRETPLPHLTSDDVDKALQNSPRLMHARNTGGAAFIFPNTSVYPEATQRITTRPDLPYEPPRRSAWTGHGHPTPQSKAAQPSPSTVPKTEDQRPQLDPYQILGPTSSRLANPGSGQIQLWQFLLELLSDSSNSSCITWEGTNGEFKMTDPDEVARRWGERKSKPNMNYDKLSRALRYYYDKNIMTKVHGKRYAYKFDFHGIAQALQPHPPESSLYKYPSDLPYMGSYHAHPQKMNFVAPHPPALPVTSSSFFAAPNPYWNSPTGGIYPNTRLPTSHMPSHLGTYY
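His-tagged ERG Ets domain (1 uM in the protein solution; 300mM KCl, 50mM Tris-HCl, 1mM EDTA, 1mM DTT, pH 7.5) received compound, then a probe mix of 5 nM fluorescein-DNA and 100nM Texas-615-DNA. Fluorescence polarization was read for both dyes.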
Vif-A3F inh – inhibitors of Vif-A3F interaction; HeLa A3F-eYFP + Vif (tagged APOBEC3F with the HIV-1 protein that degrades it), YFP fluorescence increase; Potency, µM (series often up to 46.1 µM), without a hit: at the top dose activity, negative = active; actives 0.2% (n = 390,000); AID 602313; also: potency is read from the fitted curve at half-maximal effect; % of control where 0% means no effect; nearly all actives have a fitted effect of over 65% in size
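HeLa cells stably expressing A3F-eYFP plus Vif, plated and incubated overnight at 37 deg C, then exposed to compounds overnight at 37 deg C. Blocked degradation read as raised yellow fluorescence (Ex 488/Em 500-530).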
D2 agonist – activates the human D2 dopamine receptor; AID 485358; HEK293 T-REx D2 cells, calcium flux agonist mode; actives 0.53% (n = 340,000); P14416; activation, % at 2 µM;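 active = activation over 3 SD above normal in the single-dose calcium agonist read, cut at about 30% in these data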; also: 0% is about no effect
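Agonism scored from kinetic calcium signal (1 read/sec, 180 s) following compound pin transfer, after a 10 s baseline. Cells: HEK293 Trex line expressing inducible D2 receptor coupled to calcium, dye-loaded after overnight culture at 30 C.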
RGS4 inh – inhibitors of human regulator of G protein signaling 4 | P49798 | Transcreener GDP fluorescence polarization, RGS4-accelerated GTP hydrolysis | Potency, µM (series often up to 114 µM), without a hit: top-dose activity change, negative = inhibition, actives largely listed as inhibitors | actives 0.039% (n = 390,000) | AID 504845; also: potency is read from the fitted curve at half-maximal effect; % is scaled to controls: 0 for no effect and ±100 for the full control effect; nearly all actives have a fitted effect of over 75% in size; some results filed as inactive show a strong effect at the top dose
Target sequence (P49798 whole entry, looked up): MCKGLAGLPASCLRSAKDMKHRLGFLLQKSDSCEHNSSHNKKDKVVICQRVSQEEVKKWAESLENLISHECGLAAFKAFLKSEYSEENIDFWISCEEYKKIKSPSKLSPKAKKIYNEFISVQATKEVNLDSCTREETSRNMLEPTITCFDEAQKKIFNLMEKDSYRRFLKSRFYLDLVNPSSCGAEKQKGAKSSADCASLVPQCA
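MLSMR compounds (23 nl, pin-transferred) preincubated 10 min at room temperature with a 500nM (2x) first reagent, then RGS4 at 900nM (2x) plus Transcreener GDP mix added; fluorescence polarization (620/688 nm) read before and after 90 min at 30 °C.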
LDHA block – blocks human lactate dehydrogenase A; P00338; activity change, % (values are at about 110 or 230 µM); purified LDHA, NADH/diaphorase-resazurin fluorescence; active compounds read low; actives 0.15% (n = 480,000); in the data active = activity change below about -30%; inconclusive = mostly about -25% to -30%;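 also: plate controls were DMSO wells for no effect and wells without enzyme for full effect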
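LDH5 2 nM; NADH 0.06 mM, pyruvate 0.2 mM; 200 mM Tris pH 7.4, EDTA, Tween-20; 5 min RT. Detection: diaphorase 0.133 mg/mL + resazurin 37 µM, fluorescence ex540/em590 at 0 and 20 min; normalized to enzyme-free and DMSO wells.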
Glioma ERSR ind – inducers of ER stress response in human glioma cells; U87-MG GRP78 promoter luciferase reporter, 16 h; Potency, µM, for inactives: top-dose activation, most hits filed as activators; actives 0.02% (n = 420,000); AID 602332; also: potency is read from the fitted curve at half-maximal effect; series mostly up to about 76 µM; % of control where 0% means no effect; nearly all actives have a fitted effect of over 35% in size
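Stably transfected U87-MG glioma cells carrying a GRP78-based luciferase sensor; 16 h compound incubation. Luminescence end-point read 10 min after Bright-Glo addition at room temperature.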
D2 antagonist – D2 dopamine receptor (human) antagonism; P14416; HEK293 TREx D2 cells, calcium flux, dopamine EC80; inhibition, % at 10 µM; actives 2% (n = 340,000); AID 485344; in the data active = inhibition above about 30%; also: 0% is about no effect
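Dopamine at EC80 is the agonist stimulus; test compounds precede it by 180 s. Calcium flux read kinetically in a force-coupled, inducible HEK293 T-REx D2 cell line.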
* hit, by the source's call; ? = inconclusive; nt = not tested or not shown; [ ] = another dose, or the depositor's remark. Unless noted, calls follow the shape of the dose curve; as a rule, active = well fitted curve in the direction sought with a large enough effect; inconclusive = small, poorly fitted or top-dose-only effect, or another doubt; inactive = no such curve, though single readings can be large; an effect the other way counts as inactive or inconclusive. A portion of the library; rates above refer to the full screens.

SMILES	ALOX12 inh	Vif-APOBEC3G blk	ERG-DNA inh	Vif-A3F inh	D2 agonist	RGS4 inh	LDHA block	Glioma ERSR ind	D2 antagonist
CC(C)C(NS(=O)(=O)c1cccs1)C(=O)NCc1ccccc1 (centres undefined)	-6%	-3%	-8%	-17%	0.3	15%	-4	2%	1
Cc1cc(NC(=O)CSc2nc(C3CCCCC3)nc3ccccc23)no1	-22%	-5%	0%	0%	0.5	-28%	-8	-2%	-24
Cc1c(Cl)cccc1NC(=O)Cn1nnc(-c2nc(-c3ccccc3)no2)c1N	-2%	nt	-1%	nt	1.4	10%	-8	nt	nt
COc1ccc(-n2c(C)cc(/C=N/Nc3nc(N4CCOCC4)nc(N4CCOCC4)n3)c2C)cc1	-19%	-8%	-2%	3%	-0.3	-5%	-6	2%	-7
C[C@@H](C(=O)Nc1ccc2ccccc2c1)[C@H]1C[C@]1(C)[C@H](NC(=O)c1cccnc1)c1ccccc1	-8%	-8%	3%	0%	0.1	10%	3	-3%	-21
COc1ccccc1N1CCN(c2nc3ccccn3c(=O)c2C=O)CC1	11%	-1%	17%	3%	0.1	-4%	1	2%	11
COc1ccc(C(C(=O)NC2CCCC2)N(C(=O)c2ccco2)c2ccccc2C(C)=O)cc1OC (centres undefined)	2%	2%	-4%	-9%	-0.9	-17%	-7	-1%	22
CCCCOC(=O)CCCc1ccc([N+](=O)[O-])cc1[N+](=O)[O-]	-11%	2%	-13%	0%	-0.5	-16%	0	-2%	5
C[C@H](CO)N1C[C@H](C)[C@@H](CN(C)S(=O)(=O)c2cn(C)cn2)Oc2cc(Br)ccc2S1(=O)=O	-4%	0%	nt	-5%	nt	nt	-1	-3%	nt
CCC(=O)N1CCN(c2ccc(NC(=S)NC(=O)c3cccc([N+](=O)[O-])c3)cc2)CC1	9%	0%	-5%	1%	2.3	-29%	-5	-2%	12
O=C(CNCCc1ccccc1)N1CCc2ccccc2C1	-29%	-2%	-4%	-20%	1.1	-15%	-12	0%	9
CN(C)S(=O)(=O)c1cccc(NC(=O)COC(=O)c2cc(=O)[nH]c(=O)[nH]2)c1	-10%	0%	-3%	2%	1.2	5%	-6	-6%	-8
COCCCNC(=O)C1CCCN(S(=O)(=O)c2ccc(C)cc2)C1 (centres undefined)	15%	0%	nt	0%	-2.1	9%	-7	-4%	-1
COc1ccccc1CNC(=O)CS(=O)(=O)c1ccc(C)cc1	-10%	3%	-4%	0%	0.1	4%	-3	-4%	-27
O=C(COC(=O)c1ccccc1Nc1ccccc1)NCc1ccccc1	8%	-12%	nt	-14%	0.0	-22%	2	-5%	-10
Fc1ccc(NCc2nnc3n2CCCCC3)cc1	0%	10%	0%	4%	0.0	-1%	-2	1%	-10
COc1ccc(-c2csc(C(NC(C)=O)c3cccc(OC)c3)n2)cc1 (centres undefined)	-2%	-14%	nt	nt	nt	nt	-3	-1%	nt
Cn1nc(-c2ccccc2)c(CO)c1Oc1ccc(F)cc1	-5%	1%	14%	-22%	0.2	?	-9	3%	10
O=C(c1ccc(Cn2cc(Br)cn2)cc1)N1N=C(C(F)F)CC1(O)C(F)F (centres undefined)	2%	-5%	-12%	-12%	2.8	-17%	0	2%	-6
CC(=O)Nc1ccc(S(=O)(=O)Nc2cccc(-n3cnnn3)c2)cc1	1%	5%	7%	11%	-0.8	?	-9	0%	-24
CC(=O)c1ccc(S(=O)(=O)NCCC(=O)OC(C)C(=O)Nc2ccc(F)cc2)cc1 (centres undefined)	4%	1%	-1%	3%	-0.1	-5%	-4	-4%	-6
CN1CCN(c2ccc(NC(=O)c3ccc4c(c3)OCCO4)cc2Cl)CC1	3%	2%	-2%	6%	-1.0	33%	-4	-4%	-4
CCOc1ccccc1NC(=O)c1sc2nc(C)nc(N3CCOCC3)c2c1C	-12%	-4%	8%	1%	-0.2	-5%	-6	1%	-3
COc1cccc(CNC(=O)CNS(=O)(=O)c2ccc3nc(C)sc3c2)c1	-11%	nt	-4%	nt	1.0	7%	-12	nt	nt
Cc1cc(C)cc(Nc2ncnc3nc[nH]c23)c1	21%	?	-5%	9%	0.8	-14%	0	0%	-7
Cc1cc(C)cc(C(=O)NC(CC(N)=O)c2ccc(NCCN3CCCC3)c([N+](=O)[O-])c2)c1 (centres undefined)	-12%	1%	-11%	-5%	-0.2	-17%	-5	0%	-7
COc1cc(OC)cc(C(=O)NC(=S)NNC(=O)[C@H]2C[C@@H]2c2ccccc2)c1	?	0%	11%	-8%	18	-25%	-18	13%	10
O/C(=C\c1nc2ccccc2nc1/C=C(\O)c1ccccc1)c1ccccc1	nt	-7%	5%	?	-0.3	?	25	0%	8
O=C(NC(=S)NCc1ccccc1)C1CC1	-17%	-1%	12%	-3%	-2.0	36%	-7	1%	6
Cc1c(Cl)cccc1NC(=O)C1CCN(S(C)(=O)=O)CC1	23%	6%	-2%	-6%	0.4	-46%	-7	2%	2

Arranged by the number under Glioma ERSR ind (ascending): some entries from above
Compound	ALOX12 inh	ERG-DNA inh	Vif-A3F inh	RGS4 inh	Glioma ERSR ind	D2 antagonist
COCCCNC(=O)C1CCCN(S(=O)(=O)c2ccc(C)cc2)C1 (centres undefined)	15%	nt	0%	9%	-4%	-1
O=C(CNCCc1ccccc1)N1CCc2ccccc2C1	-29%	-4%	-20%	-15%	0%	9
Cn1nc(-c2ccccc2)c(CO)c1Oc1ccc(F)cc1	-5%	14%	-22%	?	3%	10

Next structures follow.
SMILES	ALOX12 inh	Vif-APOBEC3G blk	ERG-DNA inh	Vif-A3F inh	D2 agonist	RGS4 inh	LDHA block	Glioma ERSR ind	D2 antagonist
Nc1nc(Nc2ccccc2F)sc1C(=O)c1ccccc1	-11%	-30%	-5%	-15%	0.8	-2%	1	?	-11
CCOc1ccc(-n2c(SCC(=O)Nc3ccc(C(=O)O)cc3)nc3ccccc3c2=O)cc1	11%	-5%	3%	-7%	0.2	-1%	-9	-4%	-6
COc1cccc(CNC(=O)c2ccc3c(c2)nc2n3CCOC2)c1OC	-15%	-3%	2%	-2%	-0.7	9%	-14	-3%	nt
O=C(O)C1CC=CCC1C(=O)N1CC=C(c2ccccc2)CC1 (centres undefined)	?	-1%	-2%	-1%	13	-20%	5	-5%	18
Cc1cc(N2C(=O)C(O)=C(C(=O)c3ccco3)C2c2ccc([N+](=O)[O-])cc2)no1 (centres undefined)	45µM*	8%	-3%	-4%	-0.6	23%	1	-6%	10
CCn1cc(-c2csc(N)n2)c(C)n1	-5%	-1%	-3%	2%	2.1	-16%	-4	2%	-24
CC(=O)Nc1ccc(-c2ccnc(-c3ccc(NC(C)=O)cc3)n2)cc1	0%	0%	-4%	2%	0.4	-20%	-2	-4%	5
O=C(c1cccc(Br)c1)N1CCN(c2ccc(N3CCOCC3)nn2)CC1	-24%	1%	-6%	3%	0.0	6%	-8	-6%	33*
O=C(NCc1ccc(Cl)cc1)C(=O)NCC1OCCCN1S(=O)(=O)c1cccs1 (centres undefined)	-6%	-2%	10%	2%	0.1	11%	-4	-6%	-4
Cc1ccc(CN2C(=O)C(CC(C)C)Nc3ncnc(N4CCN(c5ccccn5)CC4)c32)cc1 (centres undefined)	-30%	-9%	18%	0%	7.9	3%	1	-2%	-6
CCOc1cc(/C=C2\SC(N)=NC2=O)ccc1O	?	-10%	19%	-3%	1.2	0%	0	5%	-12
O=C(C1CCN(S(=O)(=O)c2ccc(Cl)cc2)CC1)N1CCC1	-13%	3%	-4%	-4%	0.8	-9%	-3	-5%	-12
CC(=O)N(c1ccc(N(C(C)=O)S(=O)(=O)c2ccccc2)cc1)S(=O)(=O)c1ccccc1	2%	-1%	-4%	-6%	2.0	-2%	-66*	-3%	-2
Cc1ccccc1CNC(=O)CCCC(=O)n1nc(C)c2ccccc21	13%	0%	-2%	-2%	-0.2	-1%	-3	-4%	9
CC(C)=CC(=O)Nc1nnc(-c2cccnc2)s1	0%[57.4 µM]	1%	1%	-2%	1.3	-13%	-6	1%	1
Cn1c(SCC(=O)NCc2ccco2)nnc1C1CC1	26%	0%	0%	2%	nt	-1%	-2	3%	nt
COc1cccc(CN(Cc2ccco2)S(=O)(=O)c2ccc(S(=O)(=O)NCc3ccccc3)cc2)c1OC	3%	1%	-6%	3%	1.2	10%	-13	-4%	13
O=S(=O)(NCCCc1ccccc1)c1ccc(Br)cc1	-18%	-1%	4%	-7%	nt	19%	0	0%	nt
CCCSc1nc2c(=O)[nH][nH]c(=O)c2n1Cc1ccccc1	0%[57.4 µM]	0%	7%	-8%	0.1	-5%	1	4%	2
COc1ccc(-n2c(C)cc(C(=O)CN3CCCCC3)c2C)cc1	0%	6%	-17%	-7%	1.0	-23%[56.9 µM]	0	1%	4
CCC(C(=O)NC1CCCC1)N(Cc1ccccc1Cl)C(=O)c1snc(C(N)=O)c1N (centres undefined)	1%	1%	10%	?	-3.0	14%	2	-3%	-11
CC(C)C[C@@H]1NC(=O)[C@H](C(C)C)NC(=O)c2cc([N+](=O)[O-])cc(I)c2NCC[C@@H](C(N)=O)NC1=O	nt	5%	2%	-3%	-0.4	-25%	-15	-5%	20
